# DDE Tn7 FP inh: DD(E)-Tn7 binding inhibition, primary FP screen | inhibition, % at 8.3 µM | P02675 | FP displacement of FITC-Tn7 peptide from fibrin DD(E); 0% = median of compound wells per plate | 370,000 tested, 0.13% active;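 active = inhibition above the mean of compounds falling within the control limits plus 3 SD of them, cut at about 14% in these data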;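 note: 0% = plate median of compound wells and 100% = 10 µM Aha-Tn7 peptide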
#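 assay system = human clot-derived fibrin DD(E) complex | quantity = Fibrin-DD(E) at 2 µM final | timing = 10 min preincubation, 3 h with tracer, room temperature | signal = fluorescence polarization | measure = percent inhibition | benchmarks = high control wells with 10 µM unlabelled Aha-Tn7 peptide (full inhibition) | replicates = singlicate testing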
# TDP2 absorb: blocks human TDP2 phosphodiesterase activity | O95551 | recombinant TDP2, T5PNP hydrolysis, p-nitrophenol absorbance 415 nm | inhibition, % at 12.8 µM | 370,000 tested, 0.34% active | AID 720702;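 active = inhibition above the mean of all tested compounds plus 3 SD, set per campaign, cut at about 25% in these data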;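 note: 0% = DMSO with enzyme and 100% = buffer with substrate but no TDP2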
#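 System: recombinant human TDP2 / Amount: 120 nM TDP2 per well / Also added: 5 mM T5PNP chromogenic substrate / Doses: 12.8 µM single point, 1% DMSO / Incubation: 2 h at 37 °C / Detection: p-Nitrophenol epi absorbance / Evaluation: % inhibition relative to enzyme-containing and enzyme-free wells / Repeats: singlicate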
# DDE Tn6 FP inh: disrupts Tn6 cyclic peptide binding to fibrin D-Dimer-E complex; Fibrin DD(E) TRITC-Tn6 fluorescence polarization displacement; inhibition, % at 8.3 µM; 370,000 tested, 0.21% active; AID 720509;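 active = inhibition above a per-campaign cutoff: mean of compounds within control limits plus 3 SD, cut at about 15% in these data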;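 note: 0% = median of all compound wells on the plate and 100% = blocking peptide control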
# UHRF1 MBD2 ctr: human UHRF1 methylated DNA binding inhibitors. Q96T88. UHRF1 binding to methylated oligo, TR-FRET. inhibition, % at 4.4 µM. 370,000 tested, 0.75% active. AID 687016; in the data active = inhibition above about 21%;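 note: UHRF1 SRA domain binding a hemimethylated CpG hairpin DNA probe; 0% = median of test compound wells and 100% = reference inhibitor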
# Target sequence (Q96T88 whole entry, looked up, the tested form may be a part): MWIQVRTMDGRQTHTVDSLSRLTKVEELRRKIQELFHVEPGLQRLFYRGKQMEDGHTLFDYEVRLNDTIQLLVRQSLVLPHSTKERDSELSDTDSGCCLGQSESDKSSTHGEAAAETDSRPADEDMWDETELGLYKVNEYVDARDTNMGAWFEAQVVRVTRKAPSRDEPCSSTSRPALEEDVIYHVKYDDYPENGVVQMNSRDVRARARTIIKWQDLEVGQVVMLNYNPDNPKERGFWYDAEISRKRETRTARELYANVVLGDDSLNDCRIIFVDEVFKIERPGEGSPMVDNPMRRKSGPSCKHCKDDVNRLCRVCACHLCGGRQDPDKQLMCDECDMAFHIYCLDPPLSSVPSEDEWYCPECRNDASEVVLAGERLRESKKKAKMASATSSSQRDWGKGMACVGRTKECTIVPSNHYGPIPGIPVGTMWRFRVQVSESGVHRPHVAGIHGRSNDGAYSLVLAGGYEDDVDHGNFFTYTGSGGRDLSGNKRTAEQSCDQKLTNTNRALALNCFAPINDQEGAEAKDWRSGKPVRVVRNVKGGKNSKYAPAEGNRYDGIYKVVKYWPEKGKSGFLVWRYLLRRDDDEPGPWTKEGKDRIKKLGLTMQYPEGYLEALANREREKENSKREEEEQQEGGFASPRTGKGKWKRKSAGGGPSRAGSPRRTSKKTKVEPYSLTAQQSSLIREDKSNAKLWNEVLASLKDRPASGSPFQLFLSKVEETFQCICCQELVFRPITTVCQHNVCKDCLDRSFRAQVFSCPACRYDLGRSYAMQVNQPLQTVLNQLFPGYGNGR
# SIAE primary: inhibitors of human sialic acid acetylesterase SIAE | AID 1053197 | SIAE FP-Rh probe binding, fluorescence polarization | 370,000 tested, 0.69% active | Q9HAT2 | inhibition, % at 9.66 µM;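 active = inhibition above a cutoff: mean of compounds within the control limits plus 3 SD of those, cut at about 17% in these data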;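 note: 0% = plate median of compound wells and 100% = probe without SIAE protein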
# LEDGF integ inh: blocks HIV-1 LEDGF/p75-dependent DNA integration. TR-FRET IN-LEDGF/p75 DNA integration, Eu/Cy5. inhibition, % at 3.7 µM. 370,000 tested, 0.64% active. AID 743269;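 active = inhibition above the screen-wide mean plus 3 SD, cut at about 13% in these data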;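 note: signal is the Cy5 over europium emission ratio at 671 and 618 nm; 0% = plate median of compound wells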
# TCR-CD3 inh: blocks the human TCR-CD3 interaction; TAMRA-labeled TCR probe fluorescence, biochemical; inhibition, % at 9.4 µM; 360,000 tested, 0.37% active; AID 651800; in the data active = inhibition above about 19%;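 note: recombinant mutant TCR 2C K166C tagged with TAMRA read by polarization; 0% = receptor in buffer alone and 100% = receptor with positive control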
# MBD2 DNA inh: inhibitors of human MBD2 binding to methylated oligonucleotide; TR-FRET; inhibition, % at 4.4 µM; 370,000 tested, 0.31% active; in the data active = inhibition above about 13%
# PRMT1 FP inh: blocks human protein arginine methyltransferase 1; recombinant PRMT1, activity-based probe fluorescence polarization; inhibition, % at 2.79 µM; AID 652257; Q99873; 370,000 tested, 1.3% active;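 active = inhibition above about 21% made by adding two undisclosed values, limit read from the data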
# proKLK7 act: activators of human kallikrein-7 zymogen; P49862; purified proKLK7, EDANS-DABCYL substrate fluorescence; 100% is mature enzyme control, 0% vehicle; activation, % at 7 µM; 370,000 tested, 0.9% active;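 active = activation above the mean of all tested compounds plus 3 SD, computed per campaign excluding outliers beyond control limits, cut at about 13% in these data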
# Target sequence (P49862 whole entry, looked up): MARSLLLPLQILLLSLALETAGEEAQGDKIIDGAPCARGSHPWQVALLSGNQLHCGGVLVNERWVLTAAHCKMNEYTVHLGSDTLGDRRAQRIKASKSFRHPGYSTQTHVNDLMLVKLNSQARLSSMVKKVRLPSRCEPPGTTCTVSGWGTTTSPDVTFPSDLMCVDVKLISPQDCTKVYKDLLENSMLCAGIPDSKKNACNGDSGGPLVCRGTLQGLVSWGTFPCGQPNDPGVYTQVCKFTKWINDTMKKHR
# The depositor's hits bear a star.
# The first 7 compounds, to show the layout:
nr	structure	DDE Tn7 FP inh	TDP2 absorb	DDE Tn6 FP inh	UHRF1 MBD2 ctr	SIAE primary	LEDGF integ inh	TCR-CD3 inh	MBD2 DNA inh	PRMT1 FP inh	proKLK7 act
1	COc1cc(CN2CCN(Cc3cn(C)c4ccccc34)CC2CCO)cc(OC)c1 (configuration not stated)	-8.3	7.6	2.4	-1.6	1.1	-4.7	-4.1	2.2	-0.6	0.0
2	CCOC(=O)c1c(CN(C)C)oc2cc(CN(C)C)c(O)c(CSc3ccccc3)c12	7.3	-3.4	-4.3	-0.1	1.0	-2.4	-1.4	0.9	4.0	0.4
3	COc1cc(-c2cc(NC=O)c3ncc(-c4cccc(C(=O)N(C)C)c4)n3c2)cc(OC)c1OC	-4.0	-11.4	-0.9	-3.1	-8.4	6.2	2.3	-1.5	-0.7	0.4
4	c1ccc(-c2ncnc3ccccc23)cc1	3.1	4.6	-7.0	0.2	6.3	-0.6	3.7	1.0	-3.6	-0.3
5	CC(=O)c1ccc(Cl)c(Cl)c1Cl	3.3	-0.1	-0.4	-0.5	-1.9	-1.4	1.3	2.4	-0.4	0.1
6	Cc1ccc2cc(CCNC(=O)C(=O)c3c(C)[nH]c4ccccc34)c(=O)[nH]c2c1	-1.4	11.3	2.4	-3.3	3.1	-1.4	-0.1	4.4	-0.8	0.4
7	COc1ccc(C(=O)Oc2cc(OC)cc(OC)c2C(C)=O)cc1	-0.3	-4.6	-3.2	-1.9	12.8	-0.8	-0.7	4.4	-3.5	-0.5

# This part in full, from the start:
nr	structure	DDE Tn7 FP inh	TDP2 absorb	DDE Tn6 FP inh	UHRF1 MBD2 ctr	SIAE primary	LEDGF integ inh	TCR-CD3 inh	MBD2 DNA inh	PRMT1 FP inh	proKLK7 act
1	COc1cc(CN2CCN(Cc3cn(C)c4ccccc34)CC2CCO)cc(OC)c1 (configuration not stated)	-8.3	7.6	2.4	-1.6	1.1	-4.7	-4.1	2.2	-0.6	0.0
2	CCOC(=O)c1c(CN(C)C)oc2cc(CN(C)C)c(O)c(CSc3ccccc3)c12	7.3	-3.4	-4.3	-0.1	1.0	-2.4	-1.4	0.9	4.0	0.4
3	COc1cc(-c2cc(NC=O)c3ncc(-c4cccc(C(=O)N(C)C)c4)n3c2)cc(OC)c1OC	-4.0	-11.4	-0.9	-3.1	-8.4	6.2	2.3	-1.5	-0.7	0.4
4	c1ccc(-c2ncnc3ccccc23)cc1	3.1	4.6	-7.0	0.2	6.3	-0.6	3.7	1.0	-3.6	-0.3
5	CC(=O)c1ccc(Cl)c(Cl)c1Cl	3.3	-0.1	-0.4	-0.5	-1.9	-1.4	1.3	2.4	-0.4	0.1
6	Cc1ccc2cc(CCNC(=O)C(=O)c3c(C)[nH]c4ccccc34)c(=O)[nH]c2c1	-1.4	11.3	2.4	-3.3	3.1	-1.4	-0.1	4.4	-0.8	0.4
7	COc1ccc(C(=O)Oc2cc(OC)cc(OC)c2C(C)=O)cc1	-0.3	-4.6	-3.2	-1.9	12.8	-0.8	-0.7	4.4	-3.5	-0.5
8	COc1ccc(-n2c(O)c(C=NC3CC3)c(=O)[nH]c2=O)cc1	4.9	1.4	3.7	-1.3	-0.3	0.6	-10.1	-2.8	1.0	0.3
9	O=C(Nc1cccc(S(=O)(=O)N2CCCCC2)c1)c1ccc([N+](=O)[O-])o1	-4.8	10.3	-1.5	-2.8	4.4	-6.4	6.8	0.5	-0.1	-0.1
10	O=C(NCC(=O)N1CC=C(c2ccccc2)CC1)c1ccco1	5.7	8.9	-0.7	1.0	1.8	-7.0	-0.9	2.2	2.9	0.4
11	CCCN1C(=O)C2C(C(=O)Nc3cccc(OC)c3)C3C=CC2(O3)C1C(=O)NC1CCCCC1 (configuration not stated)	-2.4	1.2	-7.2	0.0	-14.4	1.6	-1.0	3.4	2.2	0.1
12	CCOc1ccc(NC(=O)COc2coc(CN3CCc4ccccc4C3)cc2=O)cc1	1.2	-5.0	2.5	3.4	-0.9	0.9	-6.7	-1.0	2.4	0.3
13	CC(=O)N1CCN(C(=O)c2ccc(-n3c(C)ccc3C)cc2)CC1	2.2	-4.0	-1.1	5.2	1.3	-6.0	6.4	4.7	2.9	-0.8
14	COc1cc(C2C(C(N)=O)=C(C)Nc3nc(CCCO)nn32)cc(OC)c1OC (configuration not stated)	-2.2	5.4	-1.3	1.9	0.8	3.2	5.7	-0.7	-4.6	-0.2
15	Cc1c(C(=O)NCc2ccccn2)oc2ccc(S(=O)(=O)N3CCC4(CC3)OCCO4)cc12	7.0	3.9	-4.3	2.0	5.6	3.4	2.2	-1.9	-3.0	0.3
16	CCOC(=O)N/N=C/c1cn(CCCOc2ccc(C)cc2)c2ccccc12	-9.8	-5.7	-4.7	-1.2	5.0	0.8	5.2	-3.5	0.2	0.1
17	O=P(O)(O)COc1ccccc1P(=O)(c1ccccc1)c1ccccc1	-7.3	7.0	-4.7	-0.3	0.3	19.0*	4.9	-2.6	0.6	-0.3
18	COc1cc(/C=C/c2[nH]c(=O)[nH]c(=O)c2[N+](=O)[O-])cc(OC)c1O	-4.1	-49.5	11.6	-5.3	-3.8	1.2	1.7	-6.5	-0.8	0.4
19	N#Cc1c(-c2ccncc2)c2c([nH]c1=S)CCCC2	6.2	-9.3	-0.9	-2.9	4.3	-1.5	8.0	-3.7	37.1*	0.2
20	COc1ccc(NC(=O)c2ccccc2-c2ccccc2)cc1	-1.1	-11.2	-4.8	0.9	8.8	0.7	9.3	-1.5	-3.0	0.2
21	CN(C)S(=O)(=O)c1cccc(CNCC2COc3ccccc3O2)c1 (configuration not stated)	0.0	-1.1	1.2	-0.2	-3.3	-2.8	8.0	0.6	1.3	-0.8
22	O=S(=O)(Nc1ccc(Cl)cc1)c1ccc(N2CCOCC2)c(NC(=S)NC2CC2)c1	2.5	-2.2	-0.6	-0.1	4.5	6.0	0.7	-6.8	10.1	0.4
23	CC1(c2nnc(-c3cccc(Cl)c3)o2)CC(c2ccc(C#N)cc2)=NO1 (configuration not stated)	3.4	-3.7	-0.3	2.0	-6.5	1.1	-4.3	3.1	3.9	-0.1
24	COc1ccc(C(=O)NNC(=O)c2ccc3ccccc3n2)cc1	0.7	-1.5	1.4	1.2	-4.7	-6.7	-7.2	-4.6	-1.9	-8.1
25	C=C1CC2C(=O)N(Cc3cc(OC)ccc3OC)C(C(=O)OCC)(C(=O)OCC)C1N2C(=O)OC(C)(C)C (configuration not stated)	-6.8	2.4	-3.4	-1.6	-1.2	50.1*	2.3	-3.8	-1.5	-0.1

# Next results follow.
nr	structure	DDE Tn7 FP inh	TDP2 absorb	DDE Tn6 FP inh	UHRF1 MBD2 ctr	SIAE primary	LEDGF integ inh	TCR-CD3 inh	MBD2 DNA inh	PRMT1 FP inh	proKLK7 act
26	Cc1cc(C)nc(NS(=O)(=O)c2ccc(NC(=O)CCC3COc4ccccc4O3)cc2)n1 (configuration not stated)	0.6	1.4	-1.5	1.4	-0.3	3.9	-4.7	-1.2	2.3	0.0
27	Cc1ccccc1NC(=O)c1ccccc1NC(=O)CCC(=O)O	-6.4	-2.2	-5.3	4.0	8.8	1.2	4.2	2.8	-0.4	0.2
28	Cc1ccc(CNCC2CCCO2)s1 (configuration not stated)	-4.0	-14.0	-0.9	-2.0	6.1	-0.6	4.0	3.5	-3.4	-0.1
29	COCCn1c(SCC(=O)NCC2CCCO2)nc2c(c1=O)SCC2 (configuration not stated)	-8.4	8.1	-2.3	-0.6	6.6	0.8	6.0	3.9	-1.4	0.2
30	Cc1ccccc1OCC(=O)OCC(=O)c1ccc(OCc2ccccc2)cc1	9.8	2.6	4.2	-1.9	2.3	0.9	4.2	4.1	-5.2	0.7
31	O=C(COc1ccccc1Cl)Nc1ccccc1C(=O)Nc1cccc(C(=O)O)c1	6.2	11.6	-4.7	-2.6	-18.7	3.0	9.8	-1.7	1.9	-0.3
32	Cc1cc(C)nc(OC(=O)c2ccc(Cl)cc2Cl)n1	-2.0	-20.2	-2.6	2.0	3.8	4.5	-2.7	-2.4	1.2	0.5
33	COc1ccc(OC)c(/C=C(\C)C(=O)c2c(C)cc(C)[nH]c2=O)c1	2.0	4.5	4.9	0.4	-1.8	3.1	8.9	-3.6	-2.8	0.5
34	COc1cc(C(=O)Nc2scc(-c3ccccc3)c2C(=O)O)cc(OC)c1OC	2.7	-6.5	1.9	4.6	7.6	-0.4	-7.5	5.6	5.0	0.6
35	COc1ccc(-n2c(-c3ccccc3)nnc2-c2ccc(Cl)cc2)cc1	1.9	4.0	0.7	-1.1	7.2	-3.4	1.8	-0.8	1.5	0.5
36	COc1ccccc1-n1c(CNC(=O)c2cccc([N+](=O)[O-])c2C)n[nH]c1=S	-0.8	-1.6	-5.9	-1.7	6.2	3.3	3.1	-1.7	1.4	0.3
37	O=C(NCc1nnc(SCC(=O)N2CCOCC2)o1)c1c(F)cccc1F	1.4	-6.1	-5.0	2.2	6.0	-2.2	-10.7	4.5	2.6	0.4
38	COCCn1cc(C(=O)c2ccccc2OCC(=O)Nc2cc(C)on2)cc(C#N)c1=O	-6.3	-1.6	4.6	-0.5	-1.1	1.4	-4.0	3.2	-2.1	0.6
39	COc1ccc([N+](=O)[O-])cc1NC(=O)CSc1nc(C)c(C)c(C)n1	0.1	-5.8	3.9	0.3	0.9	0.2	10.0	0.4	-0.7	-0.1
40	Cc1ccc2cc3cc(C(=O)N4CCN(Cc5ccccc5)CC4)sc3nc2c1	5.5	-3.7	0.6	1.5	1.5	1.6	1.8	2.6	-4.0	0.9
41	CCOC(=O)Cc1nnc(NC(=O)CSc2nc3ccccc3[nH]2)s1	7.2	10.0	-2.7	-0.2	-4.7	0.2	3.4	1.1	-1.1	0.5
42	Cc1cc(=O)oc(C)c1C(=O)NCC(C)NC(=O)c1c(C)cc(=O)oc1C (configuration not stated)	12.2	2.7	1.7	-0.7	-0.3	2.2	2.5	0.0	1.7	-0.9
43	CC(C)N(CCNC(=O)COc1ccc2oc3c(c2c1)CCCC3)C(C)C	3.1	1.3	-1.0	-0.4	14.4	-2.4	4.9	3.4	-1.9	-0.1
44	CC(=O)Nc1ccc(C(=O)NCCCOC(C)C)cc1	3.7	4.0	-2.2	2.2	-2.7	-1.9	-3.1	0.9	1.2	0.6
45	O=C(CCCSc1nc2sc3c(c2c(=O)[nH]1)CCC3)NCCO	-2.5	6.8	-7.8	16.9	8.1	0.1	-2.4	9.9	-1.9	0.0
46	CCOC(=O)CN(C)C(=O)CCc1nnc(-c2ccc(-c3ccccc3)cc2)o1	-2.1	11.3	1.6	-0.5	11.0	-1.8	4.9	1.1	-1.9	0.0
47	COC(=O)c1cc(OC)c(OC)cc1NC(=O)c1ccc(OC)cc1	-15.4	-1.1	2.6	-0.6	-11.8	-0.4	8.6	-1.5	-2.4	-0.6
48	Cc1nn(CC#N)c(=O)n1-c1ccc(Cl)cc1	12.5	21.6	12.3	-0.4	-0.3	-2.4	2.6	3.6	2.1	-0.5
